hgDAF-12 ag = hgDAF-12 agonism, primary luciferase screen; HEK293 GAL4-hgDAF12 UAS-luciferase reporter, agonist luminescence; normalized to butyrate control; AID 687014; hit rate 1.8% among 370,000; activation, % at 6.8 µM;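 active = activation above a cutoff set at the mean of all screened compounds plus 3 SD, cut at about 10% in these data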;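 note: 0% = DMSO wells and 100% = sodium butyrate wells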
HGIII-sPLA2 inh = Inhibits HGIII-sPLA2 liposome hydrolysis, primary screen | Q9NZ20 | QFRET BODIPY PC-A2 liposome hydrolysis, fluorescence | inhibition, % at 12.2 µM | hit rate 0.56% among 370,000 | AID 743126;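 active = inhibition above mean plus 3 SD of compounds lying within the high and low control bounds, cut at about 19% in these data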;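 note: 0% = median of test compound wells and 100% = no enzyme DMSO wells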
hcDAF-12 act = activates DAF-12 receptor from parasite H. contortus; HEK293 hcDAF-12 lit1-tk-luc reporter, luminescence; 0% DMSO, 100% Δ7-dafachronic acid; activation, % at 6.8 µM; hit rate 1.4% among 370,000;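 active = activation above the mean of all tested compounds plus 3 SD, cut at about 5.5% in these data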;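 note: 100% = response to 3 µM Δ7-dafachronic acid high control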
DAX1 inh-1 = inhibitors of DAX1 repression of SF-1 activated StAR promoter. AID 652010. hit rate 1.1% among 370,000. HEK293T StAR-luciferase reporter, SF-1/DAX-1 repression relief. inhibition, % at 6.8 µM;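 active = inhibition above the mean over all tested compounds plus 3 SD, cut at about 3.6% in these data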;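 note: 0% = DAX-1 cells with DMSO and 100% = cells lacking DAX-1 with DMSO; higher inhibition means more luminescence from relief of DAX-1 repression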
GAA850 FXN act = activators of GAA850 frataxin (FXN) promoter; activation, % at 6 µM; hit rate 0.56% among 360,000; HEK293 lucGAA850 FXN promoter luciferase reporter, 24 h; percent of 10 µM SAHA response;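 active = activation above the average of all compounds screened plus 3 SD, cutoff fixed separately per campaign, cut at about 7.5% in these data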;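 note: 0% = DMSO wells and 100% = 10 µM SAHA wells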
DAX1 inh-2 = inhibits human nuclear receptor DAX1; P51843; HEK293 Gal4-DAX1 luciferase reporter, luminescence; inhibition, % at 6.75 µM; hit rate 0.99% among 340,000; AID 504766;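 active = inhibition above the mean over all tested compounds plus 3 SD, cut at about 4.2% in these data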;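 note: 0% = DAX1-transfected cells with DMSO and 100% = empty-vector control cells with DMSO; inhibition shows as a rise in luminescence from relieved DAX1 repression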
ADAM10 inh = inhibits human ADAM10. O14672. recombinant ADAM10, EDANS/DABCYL FRET peptide cleavage, 3 h. inhibition, % at 7 µM. hit rate 0.62% among 370,000. AID 720582;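 active = inhibition above a per-campaign cutoff equal to the mean of compounds falling between control-based bounds plus 3 SD, cut at about 20% in these data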;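 note: 0% = DMSO wells while the 100% control is not disclosed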
SMARCA2 activ = activators of SMARCA2 function. MG213 cells, MMTV-luciferase reporter, dexamethasone, overnight. activation, % at 9.1 µM. hit rate 1% among 370,000; in the data active = activation above about 7.8%;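 note: 0% = vehicle wells and 100% = reference activator wells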
NPR1 activator = GC-A (human) enzyme activation. HEK293 GC-A cells, cGMP TR-FRET, EC30 ANP; 0% at EC30 ANP, 100% saturating ANP. activation, % at 10 µM. hit rate 0.14% among 370,000; in the data active = activation above about 40%
Target sequence (P16066 whole entry, looked up): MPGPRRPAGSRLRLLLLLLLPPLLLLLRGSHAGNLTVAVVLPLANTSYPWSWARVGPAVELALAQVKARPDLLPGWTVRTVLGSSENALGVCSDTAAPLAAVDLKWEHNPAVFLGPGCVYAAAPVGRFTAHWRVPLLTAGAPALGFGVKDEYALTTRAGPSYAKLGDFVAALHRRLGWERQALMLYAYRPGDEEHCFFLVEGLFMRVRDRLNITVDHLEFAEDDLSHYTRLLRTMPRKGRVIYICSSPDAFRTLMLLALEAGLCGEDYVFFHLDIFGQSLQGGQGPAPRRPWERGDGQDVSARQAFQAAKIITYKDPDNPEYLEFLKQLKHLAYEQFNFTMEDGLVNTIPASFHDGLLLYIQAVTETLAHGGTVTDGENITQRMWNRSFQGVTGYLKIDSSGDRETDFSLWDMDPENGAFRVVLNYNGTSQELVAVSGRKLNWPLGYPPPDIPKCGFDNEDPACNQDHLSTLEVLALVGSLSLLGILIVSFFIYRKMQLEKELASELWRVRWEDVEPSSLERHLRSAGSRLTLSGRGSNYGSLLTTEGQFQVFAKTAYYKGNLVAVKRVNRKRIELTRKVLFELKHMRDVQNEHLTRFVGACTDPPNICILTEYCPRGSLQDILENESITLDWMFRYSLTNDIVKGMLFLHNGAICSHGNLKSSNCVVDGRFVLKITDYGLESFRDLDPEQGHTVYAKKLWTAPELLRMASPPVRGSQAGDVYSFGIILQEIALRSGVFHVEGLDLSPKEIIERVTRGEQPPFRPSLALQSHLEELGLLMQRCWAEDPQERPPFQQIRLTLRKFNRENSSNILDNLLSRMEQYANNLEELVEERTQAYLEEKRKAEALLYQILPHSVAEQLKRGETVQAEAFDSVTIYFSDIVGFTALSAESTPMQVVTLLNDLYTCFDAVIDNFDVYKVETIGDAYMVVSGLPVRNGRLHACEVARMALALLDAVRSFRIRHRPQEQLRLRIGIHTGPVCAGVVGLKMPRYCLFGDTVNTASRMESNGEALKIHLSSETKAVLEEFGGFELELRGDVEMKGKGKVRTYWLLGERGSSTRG
NPR2 activator = GC-B (human) receptor activation. P20594. HEK293-GC-B cells, CNP EC30, cGMP TR-FRET; 0% at EC30 CNP, 100% saturating CNP. activation, % at 10 µM. hit rate 0.11% among 370,000. AID 1920062;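 active = activation at 10 µM reaching about 35% in either raw or pattern-adjusted values, limit read from the data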
ssDAF-12 act = S. stercoralis DAF-12 activation, primary screen; hit rate 1% among 370,000; activation, % at 6.8 µM; HEK293 ssDAF-12/GRIP1 lit1-tk-luc reporter, luminescence; % of 3 µM dafachronic acid response;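 active = activation above the mean over all tested compounds plus 3 SD, cut at about 0.9% in these data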;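 note: 0% = DMSO-only wells and 100% = 3 µM delta7-dafachronic acid wells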
Numbers without * were called inactive; . = no result given.

No.	mol	hgDAF-12 ag	HGIII-sPLA2 inh	hcDAF-12 act	DAX1 inh-1	GAA850 FXN act	DAX1 inh-2
1	O=C1C2C(C(=O)N1/N=C/c1ccc(N3CCCCC3)o1)C1C=CC2C12CC2 (centres undefined)	-4.2	-4.5	-0.2	-0.4	1.5	-0.2
2	COC(=O)c1cc(NC(=O)CC(=O)c2cccc(N)c2)cc(C(=O)OC)c1	-0.8	-30.5	1.1	0.4	1.1	1.1
3	CCC(C)NS(=O)(=O)c1ccc(NC(C)=O)cc1 (centres undefined)	-1.8	3.2	-0.1	-0.4	1.9	0.8
4	C[C@@H]1CN([C@H](C)CO)C(=O)CCCn2nncc2CO[C@@H]1CN(C)C(=O)Nc1ccccc1	1.2	2.9	-1.0	-0.1	.	.
5	CCCCC(=O)C1CCN(Cc2ccccc2)CC1	2.9	-4.8	-0.4	0.4	0.7	1.7
6	Cc1ccccc1NC(=O)CN(C)S(=O)(=O)c1ccc(-c2ccc(=O)[nH]n2)s1	1.2	-5.2	-1.2	-1.0	2.5	0.9
7	Cc1onc(-c2c(F)cccc2Cl)c1C(=O)N1CCSCC1	1.5	-1.9	-1.1	0.4	1.1	.
8	C=CCn1c(COc2ccc(F)cc2)nnc1SCC(=O)Nc1cccc(S(N)(=O)=O)c1	-1.1	-22.9	-1.5	-0.5	-0.8	.
9	CC1=NCC(C)c2ccccc21 (centres undefined)	0.7	7.4	1.8	-1.1	2.0	1.6
10	Cc1cc(NC(=O)COc2cccnc2[N+](=O)[O-])no1	4.1	5.4	-0.6	0.0	3.9	0.4
11	Cc1ccc(C(=O)CSC2=C(C#N)C(c3ccco3)C3=C(CC(C)(C)CC3=O)N2)cc1 (centres undefined)	-4.0	0.2	-1.9	-1.3	1.7	0.0
12	COc1ccccc1NC(=O)NCC1CC1(Cl)Cl (centres undefined)	3.4	-0.3	-0.4	-0.1	-0.7	-0.9

No.	ADAM10 inh	SMARCA2 activ	NPR1 activator	NPR2 activator	ssDAF-12 act
1	-9.1	-0.8	6.6	7.5	-0.8
2	-26.8	-1.4	-5.6	0.3	-0.9
3	-0.5	-3.4	0.3	0.3	-1.8
4	-0.6	-2.8	0.8	5.5	-1.1
5	-6.6	1.1	2.8	6.5	-0.6
6	-3.6	0.7	-3.3	-2.5	-1.0
7	-5.2	0.2	-0.7	2.8	-0.4
8	1.3	-3.7	-6.1	4.4	-1.1
9	-18.6	-3.1	-3.3	-0.4	-0.7
10	2.5	-1.9	-0.9	-0.2	-0.9
11	-27.0	-5.2	3.9	-2.1	-1.4
12	-3.8	0.5	-0.8	-2.1	-1.1

Next structures:
No.	mol	hgDAF-12 ag	HGIII-sPLA2 inh	hcDAF-12 act	DAX1 inh-1	GAA850 FXN act	DAX1 inh-2
13	O=C(COCC(=O)N/N=C/c1ccc(F)cc1)N/N=C/c1ccc(F)cc1	0.6	5.8	0.6	-0.1	-1.6	-0.6
14	O=C(NC1CCCCC1)C(c1ccncc1)N(C(=O)c1csnn1)c1cccc(F)c1 (centres undefined)	-0.6	1.7	1.2	-0.2	0.5	3.1
15	CN(C)CCNc1c2c(nc3ccccc13)CCC2	0.1	3.8	0.6	0.0	0.5	1.3
16	Cc1ccc(NS(=O)(=O)c2ccc(C)c(C(=O)Nc3ccc(S(=O)(=O)Nc4onc(C)c4C)cc3)c2)cc1	0.1	-38.5	-2.2	0.7	-0.5	-0.1
17	OC1(c2cccc(C(F)(F)F)c2)CCN(c2ncnc3c2[nH]c2ccc(F)cc23)CC1	-5.0	-27.5	-4.4	-2.7	-2.5	-4.2
18	O=C(Nc1nccs1)c1ccc2c(c1)OCO2	11.3*	-7.8	3.6	1.1	3.5	2.1
19	Cn1c(N)c(C(=O)NCc2ccccc2Cl)sc1=S	-1.1	2.1	-1.5	-1.3	3.6	-1.2
20	O=C(Nc1cc(S(=O)(=O)N2CCOCC2)ccc1N1CCCCC1)c1ccccc1Br	1.3	-9.2	-2.2	-1.3	-0.7	1.3
21	S=C(NCc1ccccc1)NCc1cccc(Cl)c1	0.2	-4.8	-1.9	0.7	-0.6	1.7
22	CCOC(=O)C1(Cc2ccc(O)cc2)NC(c2ccco2)C2C(=O)N(c3ccccc3F)C(=O)C21 (centres undefined)	-1.4	-19.0	-2.2	0.2	-0.5	-0.6
23	CCc1nc(SCc2ccccc2C)n[nH]1	1.2	13.9	-1.9	-0.1	3.0	0.8
24	CCOC(=O)c1c(NC(=O)CN2CCCc3ccccc32)sc(C)c1CC	2.0	-0.2	3.9	0.1	-0.6	-0.4

No.	ADAM10 inh	SMARCA2 activ	NPR1 activator	NPR2 activator	ssDAF-12 act
13	-9.8	-2.8	0.2	-5.3	-1.4
14	0.4	-1.0	-1.8	1.7	-0.6
15	-10.4	1.4	13.3	-1.1	-0.9
16	-12.4	-4.6	-0.7	-1.6	-1.3
17	-84.4	-2.4	-7.6	3.0	-2.5
18	3.0	2.8	-3.7	-3.0	-0.4
19	-1.7	-0.9	2.0	5.8	-1.2
20	1.9	4.0	-18.3	-9.6	-1.7
21	10.1	-2.4	0.8	4.9	-0.5
22	0.4	-2.0	-11.3	-17.6	-0.5
23	-2.5	3.2	5.7	2.9	-0.7
24	1.6	-3.8	-3.7	-8.7	-1.0

Structures listed so far containing fluorine (6):
No.	mol	hgDAF-12 ag	HGIII-sPLA2 inh	hcDAF-12 act	DAX1 inh-1	GAA850 FXN act	DAX1 inh-2
7	Cc1onc(-c2c(F)cccc2Cl)c1C(=O)N1CCSCC1	1.5	-1.9	-1.1	0.4	1.1	.
8	C=CCn1c(COc2ccc(F)cc2)nnc1SCC(=O)Nc1cccc(S(N)(=O)=O)c1	-1.1	-22.9	-1.5	-0.5	-0.8	.
13	O=C(COCC(=O)N/N=C/c1ccc(F)cc1)N/N=C/c1ccc(F)cc1	0.6	5.8	0.6	-0.1	-1.6	-0.6
14	O=C(NC1CCCCC1)C(c1ccncc1)N(C(=O)c1csnn1)c1cccc(F)c1 (centres undefined)	-0.6	1.7	1.2	-0.2	0.5	3.1
17	OC1(c2cccc(C(F)(F)F)c2)CCN(c2ncnc3c2[nH]c2ccc(F)cc23)CC1	-5.0	-27.5	-4.4	-2.7	-2.5	-4.2
22	CCOC(=O)C1(Cc2ccc(O)cc2)NC(c2ccco2)C2C(=O)N(c3ccccc3F)C(=O)C21 (centres undefined)	-1.4	-19.0	-2.2	0.2	-0.5	-0.6

No.	ADAM10 inh	SMARCA2 activ	NPR1 activator	NPR2 activator	ssDAF-12 act
7	-5.2	0.2	-0.7	2.8	-0.4
8	1.3	-3.7	-6.1	4.4	-1.1
13	-9.8	-2.8	0.2	-5.3	-1.4
14	0.4	-1.0	-1.8	1.7	-0.6
17	-84.4	-2.4	-7.6	3.0	-2.5
22	0.4	-2.0	-11.3	-17.6	-0.5
